# TRHR ag: qHTS for Small Molecule Agonists and Allosteric Enhancers of Human TRH Receptor: Primary Screen for Agonists | Thyrotropin-releasing hormone receptor (Homo sapiens), P34981 | 0.18% of 360,000 active | activation, % at 2 µM | TRHR cells, calcium flux fluo-8, FDSS agonist mode; in the data active = activation above about 30%; note: 0% is about no effect
#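 TRHR-expressing cells loaded with fluo-8 calcium dye; 23 nL library compound pin-transferred, kinetic FDSS fluorescence (Ex 480/Em 530) recorded about 180 s for agonist-induced calcium release, before a 10 nM TRH EC20 addition for potentiator mode.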
# ERG Ets-DNA blk: qHTS for Small Molecule Inhibitors of the ERG Ets/DNA interaction. Transcriptional regulator ERG (Homo sapiens), P11308. fluorescence polarization, His-ERG Ets domain / labelled DNA. Potency, µM (series often up to 76.9 µM), without a hit: at the top dose FP activity, negative = inhibition, hits mostly inhibitors. 0.028% of 370,000 active; active = well fitted inhibition curve with a large enough effect in the polarisation, with a control signal flat; inconclusive = small, poorly fitted or top-dose-only effect, or effect the other way, or a change in a side signal; inactive = no such curve, though single readings can be large or run the other way; the % refers to the polarisation;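 note: polarization taken with two DNA probes labelled with fluorescein and Texas red; potency is the fitted concentration of half-maximal effect; % of control where 0% means no effect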
# Target sequence (P11308 whole entry, looked up, the tested form may be a part): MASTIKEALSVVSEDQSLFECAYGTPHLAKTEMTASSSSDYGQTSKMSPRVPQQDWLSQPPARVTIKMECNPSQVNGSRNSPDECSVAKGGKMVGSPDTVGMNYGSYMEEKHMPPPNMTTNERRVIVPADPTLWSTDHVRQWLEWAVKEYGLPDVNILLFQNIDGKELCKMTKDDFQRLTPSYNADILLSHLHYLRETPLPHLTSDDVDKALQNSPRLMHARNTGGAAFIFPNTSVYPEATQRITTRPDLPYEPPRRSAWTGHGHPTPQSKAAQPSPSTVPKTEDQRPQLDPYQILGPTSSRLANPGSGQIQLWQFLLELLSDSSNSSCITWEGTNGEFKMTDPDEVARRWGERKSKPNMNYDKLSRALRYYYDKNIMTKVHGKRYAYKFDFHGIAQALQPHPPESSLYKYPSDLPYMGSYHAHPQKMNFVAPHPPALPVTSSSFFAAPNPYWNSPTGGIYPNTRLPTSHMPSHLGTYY
#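 His-tagged ERG Ets domain (1 uM in the protein solution; 300mM KCl, 50mM Tris-HCl, 1mM EDTA, 1mM DTT, pH 7.5) received compound, then a probe mix of 5 nM fluorescein-DNA and 100nM Texas-615-DNA. Fluorescence polarization was read for both dyes.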
# Pol iota inh: qHTS for Inhibitors of Polymerase Iota; Pol iota fluorescent replication assay, 10 min; Potency, µM (titrated, usually from 115 µM), for the others: at the top dose activity, negative = inhibition, actives largely listed as inhibitors; DNA polymerase iota (Homo sapiens), Q9UNA4; 1% of 390,000 active; note: potency is the fitted concentration of half-maximal effect
#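 Fluorescent replication assay read twice, at 0 min and 10 min after adding 50 nM (final) substrate. Enzyme (10 nM) and compounds were first incubated 15 min at room temperature; enzyme-free buffer wells were negative controls.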
# BLM helicase inh: qHTS Assay for Inhibitors of Bloom's syndrome helicase (BLM); RecQ-like DNA helicase BLM (Homo sapiens), P54132; recombinant BLM DNA unwinding, fluorescence dequenching; Potency, µM (highest dose often 56.1 µM), without a hit: at the highest dose activity change, negative = inhibition, hits mostly inhibitors; 0.2% of 350,000 active;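 note: potency is the fitted concentration of half-maximal effect; plate controls were vehicle for no effect and no enzyme for full effect; nearly all actives have a fitted effect of over 35% in size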
# Pol beta inh: qHTS Assay for Inhibitors of DNA Polymerase Beta | P06746 | Pol beta primer extension/strand displacement, fluorescence kinetic | Potency, µM (highest dose often 114 µM), without a hit: at the top dose activity change, negative = inhibition, most hits filed as inhibitors | 1.3% of 340,000 active | AID 485314, 2010; note: potency is the fitted concentration of half-maximal effect; % is set by controls: 0 for no effect and ±100 for the full control effect
#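 Reaction started by 50 nM substrate onto compound-treated Pol beta (10 nM, 15 min preincubation, room temperature); plates read at 0 min and 10 min. Normalized concentration-effect data fitted by four-parameter Hill equation.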
# APEX1 inh: qHTS Assay for Inhibitors of the Human Apurinic/apyrimidinic Endonuclease 1 (APE1); AID 2517, 2012; 0.35% of 350,000 active; DNA repair nuclease/redox regulator APEX1 (Homo sapiens), P27695; recombinant APE1, TAMRA/BHQ-2 abasic DNA cleavage fluorescence; Potency, µM (top dose mostly 65.8 µM), for the others: top-dose activity change, negative = inhibition, most hits filed as inhibitors;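 note: potency is the fitted concentration of half-maximal effect; plate controls were vehicle for no effect and reference inhibitor for full effect; nearly all actives have a fitted effect of over 55% in size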
# Target sequence (P27695 whole entry, looked up): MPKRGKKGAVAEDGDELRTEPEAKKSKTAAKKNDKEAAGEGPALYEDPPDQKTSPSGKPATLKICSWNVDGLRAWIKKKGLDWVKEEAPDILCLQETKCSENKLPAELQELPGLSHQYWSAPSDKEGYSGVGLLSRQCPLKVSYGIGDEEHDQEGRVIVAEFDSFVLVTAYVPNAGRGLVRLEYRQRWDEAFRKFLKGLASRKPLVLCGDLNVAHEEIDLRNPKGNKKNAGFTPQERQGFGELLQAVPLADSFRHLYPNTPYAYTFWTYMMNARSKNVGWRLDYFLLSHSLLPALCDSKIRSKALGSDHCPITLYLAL
#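 0.75 nM APE1 + cpd, 15 min RT; start w/ 50 nM TAMRA/BHQ-2 THF-abasic dsDNA; kinetic fluor 525/598 nm ×3 reads @60 s; Δ(read3−read1); normalized to DMSO and NSC13755 control wells.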
# Anesthetic bind: qHTS Assay for Identification of Novel General Anesthetics; AID 485281, 2010; 0.074% of 350,000 active; apoferritin/1-aminoanthracene competitive binding, fluorescence; Ferritin light chain (Equus caballus), P02791; Potency, µM (top dose mostly 77.5 µM), without a hit: top-dose activity change, negative = displacement, most hits filed as inhibitors; note: potency is the fitted concentration of half-maximal effect; % is set by controls: 0 for no effect and ±100 for the full control effect; nearly all actives have a fitted effect of over 20% in size
# Target sequence (P02791 2-175 limits assumed): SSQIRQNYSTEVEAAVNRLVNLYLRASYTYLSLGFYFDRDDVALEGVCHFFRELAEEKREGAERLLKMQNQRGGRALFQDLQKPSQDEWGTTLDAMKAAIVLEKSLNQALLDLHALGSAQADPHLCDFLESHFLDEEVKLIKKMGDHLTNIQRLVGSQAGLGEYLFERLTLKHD
#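 Horse-spleen apoferritin (10 uM) in 50% saturated 1-aminoanthracene in PBS was incubated 10 min at room temperature with compound. Fluorescence (ex 380, em 535 nm) was normalized to free and bound 1-AMA, with concentration-response fitted by a four-parameter Hill equation.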
# POLK inh: qHTS for Inhibitors of Polymerase Kappa | DNA polymerase kappa (Homo sapiens), Q9UBT6 | purified Pol kappa, fluorescent DNA synthesis assay, 10 min | Potency, µM (top dose mostly 107 µM), inactives show at the highest dose activity, negative = inhibition, most hits filed as inhibitors | 0.53% of 400,000 active | AID 588579, 2011; note: potency is the fitted concentration of half-maximal effect; % is set by controls: 0 for no effect and ±100 for the full control effect
#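 Fluorescent qHTS in 1536-well format: enzyme (10 nM) and compound sat 15 min at room temperature before 50 nM substrate (final) was added. Signal taken at 0 and 10 min; no-enzyme buffer wells were negative controls.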
# ALOX12 inh: Primary qHTS assay for inhibitors of human arachidonate 12S-lipoxygenase (ALOX12): Round 2; Polyunsaturated fatty acid lipoxygenase ALOX12 (Homo sapiens), P18054; purified 12hLO, xylenol orange hydroperoxide absorbance; Potency, µM (titrated, usually from 108 µM), inactives show at the top dose activity change, negative = inhibition, hits mostly inhibitors; 1.1% of 580,000 active; AID 1671190, 2021; note: potency is the fitted concentration of half-maximal effect; % is set by controls: 0 for no effect and ±100 for the full control effect
#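 Purified human 12hLO (150 nM final) in 25 mM Hepes, 0.01% Triton X-100, pH 7.0 was preincubated 15 min at room temperature with compound. Then 40 uM arachidonic acid was added, 30 min. Hydroperoxide was read by Fe-XO absorbance ratio 573/405 nm.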
# * = called active by the depositor; i = inactive; ? = inconclusive; . = not tested or not shown; & = joins results of further samples; [ ] = another dose, or the depositor's remark. Unless noted, calls come from the whole dose curve; as a rule, active = well fitted curve in the direction sought with a large enough effect; inconclusive = small, poorly fitted or top-dose-only effect, or another doubt; inactive = no such curve, though single readings can be large; an effect the other way counts as inactive or inconclusive. An excerpt; the hit share may differ from the screen's.
SMILES | POLK inh | ERG Ets-DNA blk | TRHR ag | ALOX12 inh | Pol iota inh | BLM helicase inh | Anesthetic bind | Pol beta inh | APEX1 inh
CN(CC(=O)NNC(=O)Cc1ccccc1F)S(=O)(=O)c1ccc(Cl)cc1 | -12% | 0% | 0.1 | 4% | 24% | . | . | . | 29%
O=C(O)CCC/C=C\CC1C2CCC(O2)C1CNNC(=O)Nc1ccccc1 (stereo not drawn) | 6%[19.4 µM] | . | . | . | . | -10% | 3% | . | -1%&2%
COC(=O)c1c(-c2ccccc2)noc1-c1ccccc1 | -7% | -9% | . | 107%[activator] | 58%[activator] | . | . | . | .
CC(C)CC(=O)N1CCN(Cc2ccccc2Cl)CC1 | -2% | -4% | 0.0 | ? | 16% | 4% | 0% | 0% | -4%
Cc1oc2ccc(O)c(CN3CCCC(C)C3)c2c1C(=O)Nc1ccccc1 (stereo not drawn) | 16% | -4% | -0.5 | -4% | 12% | 2% | 1% | 2% | .
CCOc1ccc(/C(O)=C2/C(=O)C(=O)N(Cc3cccnc3)C2c2ccc(N(C)C)cc2)c(C)c1 (stereo not drawn) | -12% | 2% | 0.2 | -26%[57.4 µM] | -9% | -3% | -4% | 14% | 1%
CN(C)/C=C/C=C1C(=O)CCCC1=O | 79µM* | -6% | 0.0 | 6% | 1.1µM* | -9% | 5% | 20µM* | ?
COC(=O)[C@@H]1C[C@@]2(O)[C@H](O)[C@H](O)[C@H](O)C[C@H]2N1Cc1ccc(C(F)(F)F)cc1 | -3% | -12% | -1.4 | ? | -9% | 3%&-2% | -9%&36% | 7% | ?
CCOc1ccc(/C=N/NC(=O)c2ccccc2O)cc1CN1CC2CC(C1)c1cccc(=O)n1C2 (stereo not drawn) | -24% | -2% | -1.1 | 17% | 16% | . | . | . | -9%
COc1ccccc1CNC(=O)CCCn1c(=O)c2ccccc2n(CC(=O)Nc2c(C)cc(C)cc2C)c1=O | 4% | -3% | -0.8 | -23% | 2% | 0% | 20% | 7% | .
c1ccc(COCCCc2cnc[nH]2)cc1 | -15%[60.1 µM] | . | . | ? | . | -10% | -5% | . | 3%
COC(=O)c1cccc(NC(=S)NCCC2=CCCCC2)c1 | -16% | -2% | -0.1 | -58% | -3% | -7% | ? | ? | 0%
Cc1ccc2oc(=O)c3cnn(CC(=O)N4CCN(c5ccccn5)CC4)c3c2c1 | 1% | 3% | 0.3 | 23%[57.4 µM] | 28% | 3% | -1% | 10% | -3%
CCOc1ccc(NC(=O)CCC(=O)Nc2nnc(CC)s2)cc1 | -1% | -4% | -0.4 | -7% | 9% | 2% | -1% | -11% | -10%
CCCn1c(C(O)c2cc(OC)c(OC)c(OC)c2)nc2ccccc21 (stereo not drawn) | -13% | 6% | -1.6 | 1% | 21% | -2% | -20% | 33% | 4%
Cc1cc(=O)[nH]c2nnc(SCc3ccc(F)cc3)n12 | -3%[60.1 µM] | -9% | 0.1 | -18% | -3% | 3% | -3% | -1% | .
Cc1ccc(CSc2nnc(-c3cccc(S(=O)(=O)N4CCOCC4)c3)n2CC(C)C)cc1 | -12% | 4% | 0.0 | -24% | 14% | -5% | 1% | 0% | 24%
Cc1ccc(SCC(=O)c2c(C)nc3cc(C)ccn23)cc1 | -7% | 6% | 1.0 | -4% | -5% | -13% | -14% | ? | 1%
COc1ccc(C2/C=C\[C@H](O[Si](C)(C)C(C)(C)C)[C@H](C(C)C)CC(=O)N2Cc2ccccc2)cc1 (stereo partly drawn) | -19%[60.1 µM] | . | . | . | . | 1%[75.6 µM] | -10% | . | -5%
O=C(O)c1cc(N2C(=O)C3CC=CCC3C2=O)ccc1NCc1cccnc1 (stereo not drawn) | -16% | -12% | 0.6 | 0% | ? | 0% | 1% | ? | 2%
O=C1C=C(c2ccc(F)nc2)CCC1 | 11% | -2% | . | -13% | -10% | . | . | . | .
COC(=O)/C(=C/c1c[nH]c2ccccc12)[N+](=O)[O-] | -1% | . | -0.6 | ? | 28% | -2% | -12% | 15% | -3%
CN1CCC(NC(=O)c2cccc(Oc3ccccc3)c2)CC1 | 0% | 4% | 0.3 | -2% | 69%[activator] | 0% | -13% | 6% | 12%
O=C(Cn1cnc2sc3c(c2c1=O)CCCC3)NCC(=O)Nc1ccc(F)cc1F | -2% | -4% | 0.2 | 9% | 20% | 0% | -16% | 0% | 68%[activator]
COc1ccc(-c2cc(CNC(C)=O)on2)cc1 | -3% | 5% | 0.0 | -23% | 28% | 1% | -9% | 0% | -3%
CCn1ncc(CN2CCN(Cc3cccc(OC)c3)C(CCO)C2)c1C (stereo not drawn) | 6% | 1% | -1.1 | -6% | 37%[activator] | -1% | 0% | -7% | -5%
COCCCNC(=O)CN(CCc1ccccc1)S(=O)(=O)c1ccc(C)cc1 | -13% | -2% | -1.4 | -2% | 72%[activator] | -3% | -1% | 36% | -22%
CSCC[C@@H](C(=O)Nc1ccc2c(c1)OCCO2)N1Cc2ccccc2C1=O | -12% | 25% | 0.0 | 10% | -35% | -1% | -15% | -1% | 0%
Cc1cc(C)cc(NC(=O)CSc2nc(=O)n(Cc3ccccn3)c3c2CCC3)c1 | -1%[60.1 µM] | -2% | -0.1 | -11% | 10% | 0% | -13% | 19% | .
CCS(=O)(=O)c1nc(S(=O)(=O)c2ccc(C)cc2)c(NCCCN2CCCC2=O)s1 | -11% | -1% | -0.8 | -5% | 21% | -1% | -7% | -15% | 5%
Cc1ccc(C)c(C(=O)CCC(=O)Nc2ccc(N3CCN(C)CC3)cc2C)c1 | 6% | -7% | . | -28% | -4% | . | . | . | 5%
Cc1[nH]c2ccccc2c1NC(=O)CN1CCN(C(=O)c2ccco2)CC1 | 1% | -8% | -0.3 | 13% | 53%[activator] | 0% | 3% | 7% | 4%
COc1cc(C2N=C(c3ccccc3)NO2)cc(Br)c1O (stereo not drawn) | -3% | 11% | 0.4 | 230%[activator] | ? | -2% | 3% | 2% | -4%
NC(=O)CSc1c[nH]c2ccccc12 | 6% | -20% | -0.3 | -3% | 13% | -7% | -1% | -2% | 3%
CC(C)c1ccc(NC(=O)CSC2=Nc3ccccc3C3=NC(CC(=O)NCc4cccs4)C(=O)N23)cc1 (stereo not drawn) | -14%[60.1 µM] | 0% | -0.1 | -30% | 0% | -5% | -13% | -1% | .
CC(=O)N1CCc2c(sc3c2c(=O)n(Cc2ccccc2)c(=O)n3Cc2ccc(C)cc2)C1 | 3% | 3% | -0.1 | -15% | 0% | -8% | -4% | 38% | .
O=C(c1cccc(S(=O)(=O)N2CCc3ccccc32)c1)N1CCCC(C(F)(F)F)C1 (stereo not drawn) | 0% | -10% | 0.4 | -7% | 12% | . | . | . | 7%
Cc1ccc(S(=O)(=O)Oc2ccc(/C=C(/NC(=O)c3ccccc3)C(=O)O)cc2)cc1 | -14% | -1% | -0.7 | -16% | 31%[activator] | 1% | -9% | -19% | 4%
CCOC(=O)CNC(c1ccccc1)c1cc(Br)ccc1NC(=O)CCN1CCOCC1 (stereo not drawn) | -14% | -2% | 1.9 | ? | -17% | 4% | -7% | 3% | -11%
COc1ccc(C(=O)CNc2ccc(C)cc2C)cc1 | 0% | -8% | 0.4 | 27% | -30%[58.9 µM] | -2% | 2% | 0% | -8%
COc1cccc(-c2cc(C(=O)Nc3cnn(Cc4ccc(F)cc4)c3)no2)c1 | -21% | 0% | 0.5 | 17% | 100µM* | -2% | -15% | 37% | -5%
CCC1CCCCN1Cc1nc2c(c(=O)n(C)c(=O)n2C)n1Cc1ccccc1 (stereo not drawn) | 0% | 2% | -0.2 | -3% | 21% | 0% | -4% | -7% | 0%
CC(NC(=O)COC(=O)c1ccc(S(=O)(=O)N2CCOCC2)cc1)c1ccccc1 (stereo not drawn) | -2% | -13%[15.4 µM] | . | -6% | -3% | . | . | . | 20%
CC(C)Oc1ccc(S(=O)(=O)N2CCCCC2)cc1NC(=O)C1CSC2(C)CCC(=O)N12 (stereo not drawn) | -19% | 7% | -1.0 | -6% | -1% | . | . | . | 4%
CC(=O)c1c(C)oc2ccc(NS(=O)(=O)c3ccccc3)cc12 | 6% | -7% | -0.3 | 14% | 28% | -4% | 36%[activator] | -9% | 23%
Nc1nnc(SCc2ccc(Cl)cc2)s1 | 13% | 6% | 0.5 | i | -4% | -1% | -12% | 9% | 4%
CCOC(=O)c1c(C)c(C(=O)NCCCN2CCCC2=O)c(C)n1CC | -14% | -9% | 0.4 | 19% | 46%[activator] | 2% | -10% | 24% | 17%
CCOc1ccc(NC(=O)c2sc3nc4n(c(=O)c3c2C)CCC4)cc1 | -1%&8% | 27%&-3% | -0.1&0.1 | ? | 33%&8%[activator] | -2%&-5% | -6%&4% | -4%&-3% | 39%
O=C(Oc1cccc(-n2cnnn2)c1)c1sc2ccccc2c1Cl | 17% | -8% | 0.1 | 0% | 23% | 0% | -8% | 0% | 2%
Cc1cccc(NCc2nc3ccccc3n2CCOc2ccccc2C)c1 | -1% | -7% | 0.7 | -5% | ? | -6% | 84%[activator] | 4% | .

# High-throughput results deposited in PubChem by National Center for Advancing Translational Sciences (NCATS).
